Screens: PubChem, National Center for Advancing Translational Sciences (NCATS)
AmpC detergent: inhibitors of E. coli AmpC beta-lactamase with detergent; P00811; AmpC hydrolysis of nitrocefin, absorbance 480 nm, 0.01% Triton; Potency, µM (titrated, usually from 114 µM), for the others: at the highest dose activity change, negative = inhibition, actives largely listed as inhibitors; 370,000 tested, 0.041% active; AID 485294;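 further: potency means the concentration at half of the fitted maximal effect; 0% = no-compound wells and -100% = no-enzyme wells; nearly all actives have a fitted effect of over 25% in size; some results filed as inactive show a strong effect at the top dose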
Target sequence (P00811 whole entry, looked up): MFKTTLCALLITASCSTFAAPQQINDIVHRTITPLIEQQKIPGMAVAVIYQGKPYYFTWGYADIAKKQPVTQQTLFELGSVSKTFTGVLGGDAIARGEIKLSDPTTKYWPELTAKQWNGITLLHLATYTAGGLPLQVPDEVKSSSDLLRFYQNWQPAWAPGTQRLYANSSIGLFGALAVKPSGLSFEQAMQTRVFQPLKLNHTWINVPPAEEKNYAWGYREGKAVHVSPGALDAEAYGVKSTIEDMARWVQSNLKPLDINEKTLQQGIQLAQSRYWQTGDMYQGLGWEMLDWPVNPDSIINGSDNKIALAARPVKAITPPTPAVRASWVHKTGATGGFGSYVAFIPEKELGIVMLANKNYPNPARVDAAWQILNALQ
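20 mM phosphate pH 7.0 + 0.01% (detergent screen) or 0.0001% Triton X-100; 5.3 nM AmpC reagent; cpd preinc 15 min RT; nitrocefin (800 uM stock) to start; A480 q20 s × 4 min; Activity was normalised to no-enzyme and no-compound control wells.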
AmpC inh no detg: AmpC beta-lactamase inhibition without detergent. 330,000 tested, 0.52% active. Potency, µM (series often up to 57.1 µM), for the others: at the highest dose activity change, negative = inhibition, actives largely listed as inhibitors. P00811. AmpC nitrocefin hydrolysis, absorbance 480 nm, 0.0001% Triton;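 further: potency means the concentration at half of the fitted maximal effect; plate controls were no compound for no effect and no enzyme for full effect; nearly all actives have a fitted effect of over 20% in size; some results filed as inactive show a strong effect at the top dose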
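20 mM phosphate pH 7.0 + 0.01% (detergent screen) or 0.0001% Triton X-100; 5.3 nM AmpC reagent; cpd preinc 15 min RT; nitrocefin (800 uM stock) to start; A480 q20 s × 4 min; Activity was normalised to no-enzyme and no-compound control wells.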
Sm TGR inh: S. mansoni TGR enzyme inhibition | Q962Y6 | purified TGR, DTNB reduction, TNB absorbance 405 nm | Potency, µM (top dose mostly 114 µM), inactives show at the highest dose activity change, negative = inhibition, actives largely listed as inhibitors | 360,000 tested, 3% active | AID 485364; further: potency means the concentration at half of the fitted maximal effect; nearly all actives have a fitted effect of over 60% in size
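Kinetic colorimetric format: TGR-catalysed, NADPH-driven DTNB reduction monitored via TNB absorbance. Enzyme dispensed at 20 nM; compound exposure 15 min at room temperature before reaction start.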
HCV inhibitor: blocks hepatitis C virus; Potency, µM (titrated, usually from 41.8 µM), without a hit: at the highest dose activity change, negative = inhibition, hits mostly inhibitors; Huh7.5.1 HCVcc-Cre infection, luciferase reporter, 44 h; 340,000 tested, 3.4% active; AID 651820; further: potency means the concentration at half of the fitted maximal effect
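1,000 cells/well; 4 h culture; + compound; + HCVcc-Cre (~0.5 moi); 44 h; luciferase substrate, RT 15 min; read 15 sec.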
HCMV inh: human cytomegalovirus inhibition; HFF cells, HCMV-luciferase reporter, 72 h; hits give low values; activity change, negative = inhibition, % at 57.5 µM; 410,000 tested, 4.5% active; AID 1259415; in the data active means activity change below about -60%; inconclusive means no clear call, values can overlap the other calls; inactive means above about -39%
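Two-dose cell screen: HFF monolayers treated with compounds and infected with luciferase-expressing HCMV at 1 PFU/cell, 72 h at 37C, then lysed for luciferase measurement.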
Giardia FBPA inh: blocks Giardia fructose-bisphosphate aldolase activity. A8B2U2. purified Giardia FBPA. Potency, µM (series often up to 59.6 µM), for inactives: at the top dose activity, negative = inhibition, hits mostly inhibitors. 290,000 tested, 0.71% active. AID 2451; further: potency means the concentration at half of the fitted maximal effect; nearly all actives have a fitted effect of over 55% in size
Target sequence (A8B2U2 whole entry, looked up): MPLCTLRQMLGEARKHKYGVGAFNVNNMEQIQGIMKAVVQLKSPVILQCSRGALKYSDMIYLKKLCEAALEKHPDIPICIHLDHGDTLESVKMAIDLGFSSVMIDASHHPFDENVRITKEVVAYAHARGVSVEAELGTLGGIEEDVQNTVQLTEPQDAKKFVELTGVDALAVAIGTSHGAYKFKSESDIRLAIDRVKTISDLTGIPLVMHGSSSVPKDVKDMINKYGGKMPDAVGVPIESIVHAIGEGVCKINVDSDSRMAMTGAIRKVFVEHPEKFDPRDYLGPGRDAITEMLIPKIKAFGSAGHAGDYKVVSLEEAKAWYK
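40 nM FBPA preincubated 10 min at RT with compound (up to 57.5 uM final), then substrate plus GAPDH/TPI/NAD/arsenate coupling and diaphorase/resazurin added. Fluorescence read after 20 min at RT, 525/598 nm.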
Numbers without * were called inactive; ? = inconclusive; nt = not tested or not shown; & = joins results of further samples; [ ] = dose if it differs, or a comment. Unless noted, the call rests on the fitted dose curve; in most records, active means well fitted curve in the direction sought with a large enough effect; inconclusive means small, poorly fitted or top-dose-only effect, or another doubt; inactive means no such curve, though single readings can be large; an effect the other way counts as inactive or inconclusive. Unless noted, on the % scale 0 is the no-effect control and ±100 the full control effect.

SMILES | AmpC detergent | AmpC inh no detg | Sm TGR inh | HCV inhibitor | HCMV inh | Giardia FBPA inh
Cc1ccc(C(C)C)c(OCC(=O)Nc2c(C(=O)c3ccccc3)oc3ccccc23)c1 | 23% | nt | 6% | nt | 5 | nt
C=CCn1cccc(C(=O)Nc2ccc(C)cc2)c1=O | -6% | 8% | -11% | ? | 64 | 0%
COc1cc(C)cc(CN2CCC(Cc3ccccc3)CC2)c1O | 1% | -5% | -35% | -27% | -7 | 2%
O=C1CC(N2CC=C(c3ccc(F)cc3)CC2)C(=O)N1c1ccc(F)cc1 (configuration not stated) | -5% | 12% | 14µM* | -6% | 11 | nt
COc1cc([N+](=O)[O-])ccc1NC(=O)NNC(=O)CCc1ccccc1 | ? | -36% | -1% | -23% | -32 | 1%
O=c1oc2ccccc2c(CNc2ccccc2)c1[N+](=O)[O-] | -12% | -36% | -5% | -10% | 89 | 8%
COc1ccc(Br)cc1/C=N/NC(=O)CNC(=O)C1COc2ccccc2O1 (configuration not stated) | ? | -10% | -1% | -8% | -31 | ?
OCC1(Cc2ccccc2)CCN(Cc2ccccn2)CC1 | -2% | -11% | -1% | 5% | 45 | 3%
C/C(=N\N=C1/NC(=O)C(C)S1)c1ccco1 (configuration not stated) | 1% | -25% | nt | 10% | -34 | -3%
CCOc1ccc(-n2c(=O)c3ccccc3c3ccccc3c2=O)cc1 | -4% | -9% | 5% | 2% | 56 | -13%
CCCCNC(=O)CCC(=O)Nc1ccc2nc(N3CCOCC3)cc(C)c2c1 | -2% | -1% | 5% | ? | 117 | 0%
CN(C)c1nc(-c2cn(CCC#N)c3ccccc23)cs1 | -11% | 80%[activator] | -1% | -10% | 17 | ?
COc1ccc2cc3cc(C(=O)NC4CC4)sc3nc2c1 | 2% | -26% | 3% | 11% | 62 | 13%
O=C(N/N=C/c1c(F)cccc1Cl)C1CC1 | -16% | -20% | 9% | 0% | -6 | 0%
CCOC(=O)N1CCN(C2CC(=O)N(c3ccc(F)cc3)C2=O)CC1 (configuration not stated) | -7% | -8% | -22% | 15% | 8 | 9%
Cc1cc(C)n2nc(Cc3ccccc3)nc2n1 | -13% | -21% | 0% | 9% | -2 | 0%
Cc1cc(Cl)nc(-c2ccccc2)n1 | 9% | -11% | 0% | 11% | ? | 3%
Cn1c(=O)c([N+](=O)[O-])c(NCCc2ccccc2)c2ccccc21 | ? | -19% | -4% | -29% | -29 | -2%
Cc1ccc(S(=O)(=O)Nc2cc(C)on2)cc1 | ? | -5% | 4% | 6% | 1 | -7%
COc1ccc(NC(=O)CN2CCN(C(=O)N3CCOCC3)CC2)cc1 | -5% | -14% | -3% | 15% | 15 | -9%

Continued (3 carried over from the part before).
SMILES | AmpC detergent | AmpC inh no detg | Sm TGR inh | HCV inhibitor | HCMV inh | Giardia FBPA inh
Cn1c(=O)c([N+](=O)[O-])c(NCCc2ccccc2)c2ccccc21 | ? | -19% | -4% | -29% | -29 | -2%
Cc1ccc(S(=O)(=O)Nc2cc(C)on2)cc1 | ? | -5% | 4% | 6% | 1 | -7%
COc1ccc(NC(=O)CN2CCN(C(=O)N3CCOCC3)CC2)cc1 | -5% | -14% | -3% | 15% | 15 | -9%
N#CC1(NC(=O)CN2C(=O)NC(Cc3c[nH]c4ccccc34)C2=O)CCCCC1 (configuration not stated) | nt | -25% | nt | -15% | -18 | nt
CCOC(=O)[C@@H]1[C@H]2COc3cc(OC)ccc3[C@H]2N2C(=O)N(c3cccc(F)c3)C(=O)[C@]12C | nt | 50% | nt | 7% | -9 | nt
CC1CCc2sc(NC(=O)c3ccc(N4C(=O)CCC4=O)cc3)c(C(N)=O)c2C1 (configuration not stated) | 0% | 2% | 7% | nt | -6 | 1%
Nc1c(S(=O)(=O)c2ccccc2)nnn1-c1ccccc1 | ? | -22% | 3% | 9% | -37 | 0%
COc1cc(CN2CCNC(=O)C2CC(=O)NC2CCC2)cc(OC)c1 (configuration not stated) | 1% | -11% | ? | 2% | -16 | nt
CCOc1cccc(CC(=O)NCc2ccc3c(c2)CCN3C(C)=O)c1OCC | 7% | nt | 2% | nt | 85 | nt
CC1=C(C(=O)Nc2cccc(C(F)(F)F)c2)C2(CCCCC2)OC1=O | -1% | nt | -15% | nt | 14 | nt
CC(C)(C)c1ccc(S(=O)(=O)NCc2nc3cccnc3n2Cc2ccccc2Cl)cc1 | 3% | nt | 0% | nt | -32 | nt
O=C(NC1CCCC1)C1CCCN(C(=O)Nc2ccccc2)C1 (configuration not stated) | -8% | -14% | -8% | -3% | 18 | 6%
COCCn1c(=S)[nH]c2cc(C(=O)N3CCN(c4ccc(F)cc4)CC3)ccc2c1=O | 2% | -8% | -2% | ? | 20 | -7%
CC(C)(C)OC(=O)N1CCC(CNC(=O)c2ccc(F)cc2F)CC1 | 4% | 29% | 9% | -25% | 27 | 3%
Cc1cccc(N2CCN(C(=O)CN3C(=O)COc4ccc(S(=O)(=O)N5CCC(C)CC5)cc43)CC2C)c1 (configuration not stated) | 4% | nt | -2% | nt | 18 | nt
O=C(O)c1cccc(Nc2nc(-c3cccnc3)nc3ccccc23)c1 | -9% | -28% | -3% | 18% | -30 | -15%
CC(=O)Nc1cc(S(=O)(=O)Nc2ccccc2C)c(C)cc1C | 5% | 1% | 15% | 7% | -13 | -4%
Cn1c(=O)c2c(nc(SCCCC#N)n2Cc2c(F)cccc2Cl)n(C)c1=O | -12% | 67%[activator] | 4% | -18%&-17% | -1 | -8%
O=C(Nc1ccncc1)c1ccc(C(=O)Nc2ccncc2)cc1 | 0% | -15% | -4% | 15% | -33 | 5%
CC(C)N(C(=O)Cc1ccccc1[N+](=O)[O-])C(C)C | -2% | -8% | 0% | 23% | 3 | 4%
CN(C)c1nc2c(c(=O)[nH]c(=O)n2C)n1CCOc1ccccc1 | -11% | -10% | -22% | -7% | 56 | -3%
O=C(NCCc1ccccc1)c1cc(-c2ccc3c(c2)OCO3)on1 | -14% | -12% | 0% | -9% | 0 | 10%
COC(=O)c1ccc(CN2C(=O)c3ccccc3S2(=O)=O)cc1 | -13% | -15% | 1% | 17% | 64 | 10%

Reprinted from the part before: two compounds; new compounds follow.
SMILES | AmpC detergent | AmpC inh no detg | Sm TGR inh | HCV inhibitor | HCMV inh | Giardia FBPA inh
O=C(NCCc1ccccc1)c1cc(-c2ccc3c(c2)OCO3)on1 | -14% | -12% | 0% | -9% | 0 | 10%
COC(=O)c1ccc(CN2C(=O)c3ccccc3S2(=O)=O)cc1 | -13% | -15% | 1% | 17% | 64 | 10%
CC(=O)Nc1ccc(N)cc1 | 2% | -10% | -18% | 7% | 8 | nt
COc1ccc(CCNC(=O)CCCn2c(=O)c3ccccc3n(CC(=O)Nc3cccc(C)c3)c2=O)cc1OC | -2% | nt | -1% | nt | -8 | nt
Cc1ccc(S(=O)(=O)N(CC(=O)Nc2ccc(Cl)c([N+](=O)[O-])c2)C2CCCCC2)cc1 | 2% | -12% | -2% | ? | -77* | -4%
C=CCn1c(N)c(C(=O)Nc2ccc(C)cc2)sc1=S | -7% | -34% | 0% | -9% | -91* | -6%
Cn1c(=O)c([N+](=O)[O-])c(NCc2ccc3c(c2)OCO3)c2ccccc21 | -5% | -26% | 0% | -30% | -13 | -5%
CCN1CCN(C(=O)c2cc(-c3cccnc3)nc3ccc(Br)cc23)CC1 | ? | 16% | -1% | -5% | 23 | 2%
Cc1ccc(C(=O)N2CCN3C(=O)c4ccccc4C23c2ccccc2)cc1 (configuration not stated) | 3% | 25% | -10% | -1% | 1 | 1%
O=C1CN(C(=O)COC(=O)c2ccc(C(F)(F)F)cc2)c2ccccc2N1 | nt | -52% | nt | 9% | -2 | nt
CN(C)c1ccc(C(O)P(=O)(OC2CCCCC2)OC2CCCCC2)cc1 (configuration not stated) | -2% | 83%[activator] | 0% | 2% | -10 | 9%
CC(C)c1ccc(NC(=S)N(C)CCc2ccccn2)cc1 | -3% | 0%[2.29 µM] | 8% | -2% | -3 | -13%
Cc1cc(=O)[nH]c2c(C)cc(S(=O)(=O)N3CCCCC3)cc12 | -18% | -10% | 0% | 6% | 148 | nt
O=C(CN1CCC(NC(=O)Nc2ccccc2)CC1)Nc1ccc([N+](=O)[O-])cc1 | ? | -17% | 9% | ? | -25 | 20%
COc1ccc(NC(=O)CN2CCN(CC(=O)Nc3ccc(F)cc3)CC2)cc1Cl | 2% | 87%[activator] | 6% | -24% | 27 | -1%
CCOc1ccc(NC(=O)Cn2ncc3c2-c2cc(C)ccc2OC3)cc1 | 4% | nt | 7% | nt | -10 | nt
O=S(=O)(Nc1ccccc1F)c1ccc(Cl)nc1 | -8% | -25% | -3% | 2% | 0 | nt
CCn1c(SC(C)C(=O)Nc2ccc(N3CCOCC3)cc2)nnc1-c1ccco1 (configuration not stated) | ? | 19% | -24% | -16% | ? | nt
CCOc1ccccc1NC(=O)Cn1c(=O)n(CCCCC(=O)NCCCOC)c(=O)c2ccccc21 | 14% | nt | -2% | nt | 21 | nt
COC(=O)C1(C)NC(c2ccc(C)cc2)C2C(=O)N(c3ccc(F)cc3)C(=O)C21 (configuration not stated) | 1% | 1% | 2% | 6% | 75 | 7%
O=C(CN1CC(c2ccccc2)CC1=O)Nc1ccc(F)cc1 (configuration not stated) | -2% | -13% | 4% | -19% | 9 | 0%
CCc1ccc(NC(=O)CN(c2ccc3c(c2)OCO3)S(=O)(=O)c2c(C)noc2C)cc1 | ? | -39% | 0% | 1% | -71* | -1%
Cc1cc(OC(C)C(=O)NCCCN2CCCC2=O)c2c(C)c(C)c(=O)oc2c1 (configuration not stated) | -2% | 6% | -1% | -2% | 27 | 6%
COc1cc(OC)cc(-c2sc3ccc(OC)cc3c2C#CC2(N)CCCCC2)c1 | nt | 89%[activator] | nt | -24% | -5 | nt
Cc1ccc(S(=O)(=O)NC2c3cccc4cccc(c34)C2Sc2nncn2C)cc1 (configuration not stated) | 3% | 38% | -20% | -1% | -9 | 2%
O=C(/C=C/c1ccc(Cl)cc1)NCCCn1ccnc1 | -3% | -2% | -6% | -12% | nt | 0%
CCN1C(=NCc2ccc(OC)cc2)N[C@@H](CCc2ccccc2)[C@H](C(=O)NCc2ccc(OC)cc2)[C@H]1C | -8%&-1% | 82%&171%[activator] | -5%&11% | ? | nt | -9%&-4%
CCOc1ccccc1CNC(=O)CSc1nnc(C)c2c(C)n(-c3ccccc3)nc12 | 19% | nt | 0% | nt | -32 | nt
O=C(O)C1CCCCC1C(=O)NCCCc1ccccc1 (configuration not stated) | -12% | -10% | 8% | 1% | -16 | 0%
Cc1nc2ccccc2c(=O)n1-c1ccc(NS(=O)(=O)c2cc(F)ccc2F)cc1 | 0% | -13% | -10% | -5% | -5 | nt
Cc1cc(C)cc(NC(=O)c2cccn2-c2ncc(C(F)(F)F)cc2Cl)c1 | -6% | -31% | -1% | 4% | 32 | -7%

Single entries from the list.
Sm TGR inh result of Cc1ccc(S(=O)(=O)NC2c3cccc4cccc(c34)C2Sc2nncn2C)cc1 (configuration not stated) stands at -20%
Giardia FBPA inh result of CCN1C(=NCc2ccc(OC)cc2)N[C@@H](CCc2ccccc2)[C@H](C(=O)NCc2ccc(OC)cc2)[C@H]1C stands at -9%&-4%
